CHRM4 antagonist: human M4 muscarinic receptor antagonists, primary screen, CHO cells, Fluo-8 calcium fluorescence. Muscarinic acetylcholine receptor M4 (Homo sapiens), P08173. CHO-hM4 cells, ACh EC80. inhibition, % at 3 µM. 360,000 tested, 0.73% active. AID 624125, 2012;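 active = inhibition above its plate's cutoff, the mean inhibition of sample wells plus 3 SD, cut at about 27% in these data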;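 also: 0% = acetylcholine EC80 with DMSO and 100% = DMSO without agonist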
Target sequence (P08173 whole entry, looked up): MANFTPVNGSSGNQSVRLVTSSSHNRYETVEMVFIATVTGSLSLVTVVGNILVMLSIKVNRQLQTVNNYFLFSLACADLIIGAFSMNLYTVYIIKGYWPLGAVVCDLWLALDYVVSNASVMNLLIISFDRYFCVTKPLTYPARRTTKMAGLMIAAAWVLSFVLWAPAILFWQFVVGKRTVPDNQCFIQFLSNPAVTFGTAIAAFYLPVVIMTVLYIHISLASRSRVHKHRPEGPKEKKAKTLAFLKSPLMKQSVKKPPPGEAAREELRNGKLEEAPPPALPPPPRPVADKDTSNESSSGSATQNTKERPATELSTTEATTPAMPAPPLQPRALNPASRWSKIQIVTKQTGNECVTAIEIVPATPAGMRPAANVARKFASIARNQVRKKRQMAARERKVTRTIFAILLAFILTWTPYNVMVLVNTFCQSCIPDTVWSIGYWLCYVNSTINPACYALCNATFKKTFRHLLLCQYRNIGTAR
CHRM4 PAM: human M4 muscarinic receptor positive allosteric modulators, primary screen, CHO-K1 cells, Fluo-8 calcium fluorescence; AID 624126, 2012; 360,000 tested, 0.4% active; activation, % at 3 µM; CHO-K1 hM4/Gqi5, ACh EC20; 0% = ACh EC20, 100% = maximal ACh; Muscarinic acetylcholine receptor M4 (Homo sapiens), P08173;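 active = activation above its plate's cutoff, the mean activation of sample wells plus 3 SD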; also: some results filed as inactive read as strong as hits
CHRM1 PAM: human M1 muscarinic receptor positive allosteric modulators, primary screen, CHO-K1 cells, Fluo-8 calcium fluorescence, 1536-well; 360,000 tested, 0.088% active; Muscarinic acetylcholine receptor M1 (Homo sapiens), P11229; CHO-K1 hM1, ACh EC20; 0% = ACh EC20, 100% = maximal ACh; AID 588819, 2011; activation, % at 3 µM; in the data active = activation above about 19%, passing the limit was not always enough
M1 antag: human M1 muscarinic receptor antagonists, primary screen, CHO-K1 cells, Fluo-8 calcium fluorescence, 1536-well. inhibition, % at 3 µM. Muscarinic acetylcholine receptor M1 (Homo sapiens), P11229. CHO-K1 hM1, ACh EC80 antagonist. 360,000 tested, 1.3% active. AID 588852, 2011;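 active = percent inhibition above its own plate's cutoff, namely the mean of that plate's compound wells plus 3 SD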;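 also: peak over basal fluorescence ratio during 140 s after agonist addition; 0% = ACh EC80 plus DMSO and 100% = DMSO alone without agonist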
M5 antag: human M5 muscarinic receptor antagonists, primary screen, CHO cells, Fluo-8 calcium fluorescence | Muscarinic acetylcholine receptor M5 (Homo sapiens), P08912 | CHO-hM5 cells, ACh EC80 | inhibition, % at 3 µM | 360,000 tested, 0.59% active | AID 624040, 2012;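 active = inhibition above a per-plate cutoff, the mean of that plate's test compounds plus 3 SD, cut at about 27% in these data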;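 also: 0% = acetylcholine EC80 with DMSO and 100% = DMSO without agonist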
Target sequence (P08912 whole entry, looked up): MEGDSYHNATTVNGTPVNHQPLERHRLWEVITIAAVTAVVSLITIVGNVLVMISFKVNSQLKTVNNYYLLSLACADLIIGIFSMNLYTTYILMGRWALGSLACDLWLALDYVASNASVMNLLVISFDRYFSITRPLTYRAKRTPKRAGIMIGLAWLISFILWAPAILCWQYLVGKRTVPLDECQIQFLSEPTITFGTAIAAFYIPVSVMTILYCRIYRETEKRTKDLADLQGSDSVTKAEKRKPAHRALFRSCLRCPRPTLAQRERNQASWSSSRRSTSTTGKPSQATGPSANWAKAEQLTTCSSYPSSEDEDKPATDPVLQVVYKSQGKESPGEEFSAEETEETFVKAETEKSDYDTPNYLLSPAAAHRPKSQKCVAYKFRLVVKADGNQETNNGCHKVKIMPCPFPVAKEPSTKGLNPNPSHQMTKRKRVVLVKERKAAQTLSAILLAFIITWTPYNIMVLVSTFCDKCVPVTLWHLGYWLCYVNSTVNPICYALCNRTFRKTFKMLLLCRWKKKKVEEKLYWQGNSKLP
CHRM5 agonist: human M5 muscarinic receptor agonists, primary screen, CHO-K1 cells, Fluo-8 calcium fluorescence | AID 624037, 2012 | CHO-K1 hM5 cells; 0% DMSO wells, 100% maximal acetylcholine response | activation, % at 3 µM | 360,000 tested, 0.19% active;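 active = activation above the run's mean over test compounds plus 3 SD, cut at about 23% in these data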;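 also: signal is peak over basal fluorescence ratio across the kinetic read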
CRFBP-R2 agonist: agonists of CRF-BP/CRF-R2 complex, primary screen, cell-based, HEK293, calcium dye fluorescence, uHTS; calcium dye fluorescence (FLIPR); percent of saturating CRF peptide response; 350,000 tested, 0.46% active; activation, % at 13.2 µM; AID 588473, 2011; CRF-binding protein / CRF receptor 2 complex (human);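 active = activation of at least 50%, plus an integration ratio under a set limit after plate pattern correction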;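 also: plate controls were neutral control wells without compound for no effect and CRF at EC100 for full effect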
M4 ag: human M4 muscarinic receptor agonists, primary screen, CHO-K1 cells, Fluo-8 calcium fluorescence; activation, % at 3 µM; CHO-K1 hM4/Gqi5; vehicle 0%, full acetylcholine response 100%; Muscarinic acetylcholine receptor M4 (Homo sapiens), P08173; 360,000 tested, 0.14% active;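 active = activation above the run mean over all test wells plus 3 SD, cut at about 32% in these data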;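 also: peak over basal fluorescence ratio per well then scaled between controls; 0% = DMSO wells and 100% = acetylcholine at EC100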
CHRM5 PAM: human M5 muscarinic receptor positive allosteric modulators, primary screen, CHO-K1 cells, Fluo-8 calcium fluorescence | AID 624038, 2012 | 360,000 tested, 0.3% active | activation, % at 3 µM | CHO-K1 hM5, ACh EC20 PAM; 0% = ACh EC20, 100% = ACh EC100 | Muscarinic acetylcholine receptor M5 (Homo sapiens), P08912;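 active = activation above the run cutoff, the mean activation of all test compounds plus 3 SD, cut at about 18% in these data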
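system = human M5 receptor in CHO-K1 cells | compound = one concentration, 3 µM final (nominal) | schedule = Post-acetylcholine fluorescence recording 140 s | signal = Fluo-8 calcium dye fluorescence, kinetic read | benchmarks = low control EC20 acetylcholine (0%), high control EC100 acetylcholine (100%) | repeats = singlicate, one well per test compound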
The depositor's hits bear a star; . = not tested or not shown.

SMILES	CHRM4 antagonist	CHRM4 PAM	CHRM1 PAM	M1 antag	M5 antag	CHRM5 agonist	CRFBP-R2 agonist	M4 ag	CHRM5 PAM
CC1(c2ccccc2)NC(=O)N(CC(=O)Nc2cc3c(cc2Br)OCCO3)C1=O (centres undefined)	1	-6	-1	4	5	-4	-1.6	2	0
Cn1c(=O)c([N+](=O)[O-])c(NCc2ccccc2)c2ccccc21	2	1	10	-15	-1	1	-0.8	1	2
COc1ccccc1C(=O)NCCN=C1NS(=O)(=O)c2ccccc21	3	-5	7	-9	8	-2	-0.7	1	-5
O=c1[nH]c(=O)c2nc(-c3ccc(Cl)cc3)cnc2[nH]1	-11	13	5	-4	6	-5	2.8	0	5
O=C1CCCC(=O)C1=Cc1c[nH]c2ccccc12	4	3	8	-12	-3	-1	-0.8	1	-2
COc1ccc(-n2nc(C(=O)NCC(=O)NCCCN3CCC(C)CC3)c3ccccc3c2=O)cc1Cl	14	-13	-7	4	0	-4	-0.8	0	1
Cc1ccc(S(=O)(=O)N(C)C)cc1NC(=S)NC12CC3CC(CC(C3)C1)C2	-2	-15	-6	1	2	2	4.2	10	-9
O=C(Nc1ccc(O)cc1)c1ccc(NC(=O)c2ccco2)cc1	-13	-6	6	-6	1	-1	3.6	8	4
CCCCc1cc(=O)oc2cc(C)cc(OCC(=O)NCc3ccccn3)c12	-5	-1	-1	0	6	-4	-0.9	9	-7
CC1CC(=O)N(c2ccc(NCc3ccccc3Cl)c([N+](=O)[O-])c2)C1=O (centres undefined)	11	5	1	-1	1	-1	-4.9	4	-1
C[C@H]1COC(=O)[C@H](Cc2ccc(F)cc2)C/C=C\C[C@@H](CC(=O)N(CCO)Cc2ccccc2)C(=O)N1	-8	-1	3	-9	2	0	3.7	5	1
CCN(CC)CCCn1c(=S)[nH]c2ccc(Cl)cc2c1=O	-5	7	3	-2	6	-11	0.3	1	1
CCOC(=O)C1CCN(C(=O)c2ccc(C)o2)CC1	100*	2	10	-16	7	3	0.8	0	-2
COC(=O)CCNC(=O)c1ccc2[nH]c(C)c(C)c2c1	-18	3	-1	3	3	2	-2.5	1	-3
CCCNS(=O)(=O)c1ccc(OCC(=O)N(C)Cc2ccccc2)cc1	-6	7	12	-10	3	1	-3.0	1	-2
CS(=O)(=O)N1CCC(C(=O)N2CCN(Cc3ccccc3)CC2)CC1	13	-4	10	-7	6	-2	-1.2	0	-10
NC(=O)c1ccc(Nc2nc(C(N)COCc3ccccc3)cs2)cc1 (centres undefined)	0	0	7	-7	4	0	.	0	-2
CCOC(=O)N1CCc2c(sc3ncn(C)c(=O)c23)C1	-8	-6	3	-5	11	-2	-1.4	1	-4
O=C1CN(C(=O)CCN2CCOCC2)C(c2ccccc2)c2cc(Br)ccc2N1 (centres undefined)	12	7	7	-18	5	-2	2.5	1	4
CC(C)(C)NC(=S)NC(=O)C12CC3CCC(CC(C3)C1)C2	12	-4	-3	-4	-7	-1	-1.5	-1	1
Oc1[nH]c2ccccc2c1N=NC(=S)NCC1CCCO1 (centres undefined)	11	-20	-4	-5	11	-3	0.1	4	-12
Cc1ccc(NC(=O)[C@H](C)NC(=O)C2CCN(C(=O)[C@@H](N)CC(C)C)CC2)cc1	-7	5	7	-9	-1	-4	3.2	0	-1
Cc1ccc(F)c(S(=O)(=O)NC(=O)C2(C)CCN2C(=O)c2cccc3ccccc23)c1 (centres undefined)	5	-5	-1	-2	3	-1	.	0	-3
Cc1ccc(NC(=O)OCCN2CCN(S(=O)(=O)c3ccc(C)cc3)CCC2=O)cc1	-6	5	0	6	-4	6	-2.1	7	0
Cc1nc(-c2ccccc2)cc(N2CCCC2)n1	11	-4	-10	16	2	-1	-1.7	0	-3

Full records, looked up by structure.
Profile of CC1(c2ccccc2)NC(=O)N(CC(=O)Nc2cc3c(cc2Br)OCCO3)C1=O (centres undefined) : CHRM4 antagonist = 1; CHRM4 PAM = -6; CHRM1 PAM = -1; M1 antag = 4; M5 antag = 5; CHRM5 agonist = -4; CRFBP-R2 agonist = -1.6; M4 ag = 2; CHRM5 PAM = 0
Profile of Cc1ccc(S(=O)(=O)N(C)C)cc1NC(=S)NC12CC3CC(CC(C3)C1)C2 : CHRM4 antagonist = -2; CHRM4 PAM = -15; CHRM1 PAM = -6; M1 antag = 1; M5 antag = 2; CHRM5 agonist = 2; CRFBP-R2 agonist = 4.2; M4 ag = 10; CHRM5 PAM = -9

Continued:
SMILES	CHRM4 antagonist	CHRM4 PAM	CHRM1 PAM	M1 antag	M5 antag	CHRM5 agonist	CRFBP-R2 agonist	M4 ag	CHRM5 PAM
O=C(Nc1cccc(-c2cnc3ccccc3n2)c1)c1ccco1	15	-9	-6	10	11	-1	-5.3	6	-11
Cc1cccc(N(CC(=O)NCC2CCCO2)C(=O)CNS(=O)(=O)c2ccc(Cl)cc2)c1 (centres undefined)	4	-3	-9	15	14	-2	0.3	0	-5
COc1ccc(NC2CCCN(C(=O)c3ccc(C(C)=O)cc3)C2)cc1 (centres undefined)	2	0	11	-14	7	-4	-1.6	1	-2
O=C(O)c1cccc(CSc2nc(-c3ccc(Cl)cc3)cc(C(F)(F)F)n2)c1	9	-3	-4	7	7	1	-1.7	2	-4
O=C(CC1SC(=Nc2ccccc2)N(CCO)C1=O)Nc1ccccc1 (centres undefined)	-6	1	6	10	5	1	0.4	5	0
O=C(CSc1nnc(NC(=O)c2ccccc2F)s1)NC1CCCC1	1	9	12	-14	9	-2	0.3	2	-4
Cc1nc2c(=O)[nH]c3ccccc3c2o1	-9	17	5	-6	-5	1	0.0	1	4
Cn1c(=O)c2c(nc(CN3CCC(Cc4ccccc4)CC3)n2CCN2CCOCC2)n(C)c1=O	-8	-10	5	-6	3	-3	0.4	6	-4
CCC(C(=O)NC(C)(C)C)n1c(-c2ccc(C)cc2)nc2ccccc21 (centres undefined)	0	4	.	.	-3	-3	.	1	8
Cc1cccc(N2C(=O)CC(N3CCN(C(=O)c4ccccc4)CC3)C2=O)c1 (centres undefined)	2	-1	8	-11	-6	0	-0.7	1	-3
CC(C)(CC(=O)O)CC(=O)Nc1ccc(Cl)c(Cl)c1	13	-6	-3	-8	10	1	-1.8	0	-1
COc1ccc(CNC(=O)Cn2cnc3c(=O)n(C)c(=O)n(C)c32)cc1	2	3	-2	3	0	-2	-0.9	0	5
O=C(Nc1ccccc1)OCN1C(=O)c2ccccc2C1=O	-3	4	2	-3	-9	6	-2.6	3	8
Cc1cccc(C(=O)NCCC(=O)Nc2ccc(C#N)cc2)c1	-13	-3	15	-10	12	-2	0.3	1	0
CCNC(=S)N1CCN(c2ccc([N+](=O)[O-])cc2)CC1	5	-4	6	-24	-1	2	-0.3	5	-4
CCc1c(C)nc2ccc(Br)cc2c1SCCC#N	8	-6	-4	-3	8	-9	0.5	0	-7
CNC(=O)C1CC(=O)N(c2ccc(OCC(=O)Nc3ccccc3)cc2)C1 (centres undefined)	1	7	8	-2	6	1	1.5	1	4
O=C(Nc1ccccc1C(=O)Nc1nnc(C(F)(F)F)s1)c1ccccc1Cl	-3	-24	-12	34*	23	7	49	13	-25
Cn1ncc2c(NCc3ccccc3)nc(NCCCO)nc21	-4	6	6	4	-4	-2	-2.2	2	4
O=C(N/N=C/c1ccncc1)c1cc2c(ccc3ccccc32)o1	5	1	5	1	-1	3	0.4	6	-3
Cc1cc(C)nc(N2CCC(C(=O)NNC(=O)Cc3ccccc3)CC2)n1	2	17	14	-18	9	-3	-1.0	1	4
Cc1ccc(NS(=O)(=O)c2cccc(C(=O)OCC(=O)NCc3ccco3)c2)cc1	5	-4	1	0	-2	2	3.6	2	0
COc1ccc(-c2[nH]ncc2CN2CCN(C(=O)c3ccco3)CC2)cc1F	-6	1	7	-4	8	0	2.8	3	6
CN(C)S(=O)(=O)c1cccc(NC(=O)COC(=O)c2ccc3ccccc3n2)c1	7	-5	0	-2	8	2	-0.2	6	-20
CC1=CC(=O)N(c2ccn(C)n2)C1=O	-1	-1	-4	-2	11	-6	1.7	1	-4
Other records
SMILES	CHRM4 antagonist	CHRM4 PAM	CHRM1 PAM	M1 antag	M5 antag	CHRM5 agonist	CRFBP-R2 agonist	M4 ag	CHRM5 PAM
O=c1oc2ccccc2c2c1cnc1ccccc12	-12	4	2	-6	-3	0	-3.6	2	-1
Cc1snc(S(=O)(=O)Cc2ccccc2Cl)c1C#N	-9	8	12	-8	-2	-8	0.1	1	4
O=C(CCCC(=O)Nc1cccnc1)Nc1cccnc1	1	4	-1	-1	-1	1	-1.5	0	-2
Cc1ccccc1NC(=O)N1CCCC1C(=O)NCc1ccccc1 (centres undefined)	1	-1	11	-9	6	0	-0.6	.	-3
CC1Cc2ccccc2N1C(=O)CSc1nc2ccccc2o1 (centres undefined)	-2	-8	-1	-5	-3	-4	1.0	1	-1
O=C(NCc1ccc2c(c1)OCO2)c1ccc2c(c1)C(=O)N(Cc1cccnc1)C2=O	4	2	-9	1	-9	-1	-1.5	1	1

Another view of 4 compounds above:
Structure,CHRM4 antagonist,CHRM4 PAM,CHRM1 PAM,M1 antag,M5 antag,CHRM5 agonist,CRFBP-R2 agonist,M4 ag,CHRM5 PAM
Cc1snc(S(=O)(=O)Cc2ccccc2Cl)c1C#N,-9,8,12,-8,-2,-8,0.1,1,4
O=C(CCCC(=O)Nc1cccnc1)Nc1cccnc1,1,4,-1,-1,-1,1,-1.5,0,-2
Cc1ccccc1NC(=O)N1CCCC1C(=O)NCc1ccccc1 (centres undefined),1,-1,11,-9,6,0,-0.6,.,-3
CC1Cc2ccccc2N1C(=O)CSc1nc2ccccc2o1 (centres undefined),-2,-8,-1,-5,-3,-4,1.0,1,-1

Some of these compounds in order of the CRFBP-R2 agonist value, lowest first:
SMILES	CHRM4 antagonist	CHRM4 PAM	CHRM1 PAM	M1 antag	M5 antag	CHRM5 agonist	CRFBP-R2 agonist	M4 ag	CHRM5 PAM
O=c1oc2ccccc2c2c1cnc1ccccc12	-12	4	2	-6	-3	0	-3.6	2	-1
Cc1snc(S(=O)(=O)Cc2ccccc2Cl)c1C#N	-9	8	12	-8	-2	-8	0.1	1	4
CC1Cc2ccccc2N1C(=O)CSc1nc2ccccc2o1 (centres undefined)	-2	-8	-1	-5	-3	-4	1.0	1	-1

Screens (PubChem BioAssay)
